DYRK1A inh = blocks rat Dyrk1A kinase activity; Q63470; ADP-Glo luminescence, NFATc1 peptide; inhibition, % at 12.5 µM; 310,000 compounds, 0.43% hits; AID 504441; in the data active = inhibition above about 50%;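 also: plate controls were vehicle with enzyme for no effect and no enzyme for full effect; many of its hits are not listed in these tables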
KCNQ1 block = human KCNQ1 channel inhibition | P51787 | CHO-K1 KCNQ1, FluxOR thallium flux fluorescence; stronger effect = higher value | B-score at 10 µM | 310,000 compounds, 1.3% hits;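 active = compounds whose thallium flux B-score, printed positive for inhibition, exceeds three library SD while starting fluorescence stays within three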;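 also: channel opened by potassium depolarization with thallium stimulus after 20 min compound exposure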
TMEM16A act = mouse TMEM16A channel activation, primary screen; Q8BHY3; HEK293 TMEM16A/YFP-H148Q/I152L, iodide quench fluorescence; stronger effect = lower value; B-score at 10 µM; 340,000 compounds, 0.3% hits; AID 623877;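 active = fluorescence-ratio B-score plate-corrected deviation score at least 3 library SD below zero, with starting fluorescence score within 5 deviations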;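 also: channel opened by trigger with iodide after compound preincubation; score built on the fluorescence ratio of max minus min over baseline; more negative score means more quench and so TMEM16A activation or potentiation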
Target sequence (Q8BHY3 whole entry, looked up): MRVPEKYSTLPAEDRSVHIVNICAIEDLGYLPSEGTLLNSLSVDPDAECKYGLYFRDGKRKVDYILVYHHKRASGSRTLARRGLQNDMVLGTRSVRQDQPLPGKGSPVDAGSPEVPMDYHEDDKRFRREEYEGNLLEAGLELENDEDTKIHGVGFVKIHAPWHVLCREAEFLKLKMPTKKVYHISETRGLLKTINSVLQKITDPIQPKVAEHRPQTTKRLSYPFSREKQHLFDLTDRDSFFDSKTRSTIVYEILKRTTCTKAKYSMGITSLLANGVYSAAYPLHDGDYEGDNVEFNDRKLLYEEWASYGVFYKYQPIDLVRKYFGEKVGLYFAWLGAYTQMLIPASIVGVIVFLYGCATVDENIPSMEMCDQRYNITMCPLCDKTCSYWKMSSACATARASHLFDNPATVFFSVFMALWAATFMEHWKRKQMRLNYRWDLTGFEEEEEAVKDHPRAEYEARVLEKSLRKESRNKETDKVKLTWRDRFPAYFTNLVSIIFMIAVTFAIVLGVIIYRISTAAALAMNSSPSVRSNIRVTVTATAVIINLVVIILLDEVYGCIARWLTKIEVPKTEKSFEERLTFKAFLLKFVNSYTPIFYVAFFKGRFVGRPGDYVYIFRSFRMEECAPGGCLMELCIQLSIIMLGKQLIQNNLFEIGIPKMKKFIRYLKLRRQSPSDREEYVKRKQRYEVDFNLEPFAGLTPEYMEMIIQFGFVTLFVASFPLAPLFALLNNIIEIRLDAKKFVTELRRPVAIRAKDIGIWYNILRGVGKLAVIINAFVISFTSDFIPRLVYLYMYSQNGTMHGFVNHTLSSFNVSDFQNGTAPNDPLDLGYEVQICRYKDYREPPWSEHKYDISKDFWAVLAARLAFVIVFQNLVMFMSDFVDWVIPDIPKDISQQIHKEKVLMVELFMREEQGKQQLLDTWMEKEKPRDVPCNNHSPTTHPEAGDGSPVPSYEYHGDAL
HDAC3 inhib = human HDAC3 inhibition; O15379; recombinant HDAC3, fluorogenic peptide/trypsin coupled, fluorescence; inhibition, % at 8.3 µM; 320,000 compounds, 0.15% hits; in the data active = inhibition above about 26%, passing the limit was not always enough; inconclusive = no clear call, values can overlap the other calls
KCNQ1 act = potentiates or activates the human KCNQ1 potassium channel. CHO-K1 KCNQ1, thallium flux FluxOR fluorescence; stronger effect = higher value. B-score at 10 µM. 310,000 compounds, 0.35% hits. AID 2648;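 active = fluorescence ratio B-score, a plate-corrected score, at least three library SD, with initial intensity B-score within 5 SD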
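assay system = KCNQ1-transfected CHO-K1 cells | medium = assay buffer with matched DMSO | probe or stimulus = depolarizing K+/Tl+ stimulus, K2SO4 and Tl2SO4 each 12.5 mM in 5x stock | dosing = single dose | incubation = dye 90 min, compound 20 min, room temperature | detection = kinetic FluxOR fluorescence, 10 s baseline plus 110 s post-stimulus | evaluation = ratio B score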
TMEM16A inh = inhibitors of mouse TMEM16A calcium-activated chloride channel; Q8BHY3; HEK293 TMEM16A/YFP iodide influx fluorescence, ionomycin; normalized B-score (activity score, 25-100; higher = stronger inhibition) at 10 µM; 310,000 compounds, 1.2% hits; AID 588511;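 active = ratio plate-corrected score three or more library SD toward inhibition, starting fluorescence score within five deviations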;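 also: score derived from kinetic fluorescence span divided by baseline fluorescence per well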
hERG protect = compounds protecting human hERG from proarrhythmic drug block | CHO-hERG, FluxOR thallium flux, dofetilide IC70 present | activation (rescue from dofetilide block), less the hit threshold, % at 10 µM | AID 1511 | 310,000 compounds, 0.51% hits;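 active = activation above the mean of controls blocked by dofetilide plus 5 SD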;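 also: thallium influx through hERG after potassium depolarization seen as dye fluorescence rise; in these data hits start at about 4.7%; inactives centre near -7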
TRPC4 potent = TRPC4 (mouse) allosteric potentiation. Q9QUQ5. 310,000 compounds, 0.42% hits. B-score at 10 µM. HEK293 TRPC4beta/mu-opioid, DAMGO EC20, Fluo-4 Ca2+ flux; stronger effect = higher value;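 active = B-score of calcium response area above 5 SD of library B-scores, with initial fluorescence ratio within 5 SD of library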;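 also: B-score of integrated fluorescence ratio over time as area under calcium response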
KCNK9 block = blocks the human KCNK9 two-pore domain potassium channel; HEK293 KCNK9, FluxOR thallium flux fluorescence; stronger effect = lower value; B-score at 10 µM; AID 488922; 310,000 compounds, 1.2% hits; Q9NPC2;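 active = ratio B-score over 3 SD below the library mean, with starting fluorescence within 5 SD of its mean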;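 also: negative B-score means less thallium flux so channel inhibition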
KCNK3 inh = human KCNK3 channel inhibition, primary screen; O14649; CHO-KCNK3 thallium flux, FluxOR fluorescence; stronger effect = lower value; B-score at 10 µM; 340,000 compounds, 0.84% hits; AID 602410;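 active = B-score under library mean minus 4 SD, starting fluorescence ratio at most library mean plus 5 SD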;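 also: more negative B-score means stronger inhibition of thallium flux through KCNK3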
TRPC4 act = activators of mouse TRPC4 channel; Q9QUQ5; HEK293 TRPC4beta/mu-opioid, Fluo4 calcium fluorescence; stronger effect = higher value; B-score at 10 µM; 310,000 compounds, 0.49% hits; AID 2237;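 active = B-score above 5 SD of library B-scores, and initial fluorescence ratio not above library mean plus 5 SD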;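 also: positive B-score marks a calcium rise read as TRPC4 activation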
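Material: TRPC4beta and mu-opioid receptor HEK293 stable cells | Incubation: 45 min room-temperature Fluo4 loading, 110 s read | Detection: Kinetic Fluo4 calcium fluorescence | Measure: Integrated baseline-normalised fluorescence ratio, converted to per-well B score | Benchmarks: Low control buffer alone, high control maximal DAMGO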
* = called active by the depositor; i = inactive; ? = inconclusive; · = no result given; & = joins results of further samples. Some of the compounds tested (hit frequency here may not be typical).

SMILES	DYRK1A inh	KCNQ1 block	TMEM16A act	HDAC3 inhib	KCNQ1 act	TMEM16A inh	hERG protect	TRPC4 potent	KCNK9 block	KCNK3 inh	TRPC4 act
COc1ccc2c(c1)C(C)CC(C)(C)N2C(=O)CSc1ncn[nH]1 (stereo not drawn)	-2	i	i	6	i	i	-4	i	i	i	i
O=C(NCCCCNC(=O)c1ccc(F)cc1)c1ccc(F)cc1	2	i	i	-3	i	i	-5	i	i	i	i
CCC(C)NC(=O)C1CCN(S(=O)(=O)CC)CC1 (stereo not drawn)	·	i	i	3	i	i	2	i	i	i	i
CC(C)[C@H](NC(=O)[C@@H]1CSC2c3ccccc3C(=O)N21)C(=O)NCc1ccco1 (stereo partly drawn)	-3	i	i	3	i	i	-10	i	i	i	i
O=C(CCSc1ccc(Cl)cc1)NCc1ccncc1	·	i	i	8	i	i	-20	i	i	i	i
CCn1c(COc2cccc3cccnc23)nnc1SC(F)F	8	i	i	-3	i	i	-7	i	i	i	i
COc1ccc(C(=O)NCc2csc(C)n2)cc1OC1CCN(C(C)=O)CC1	0	i	i	-9	i	i	1	i	i	i	i
Oc1ccccc1-c1cc(-c2ccccc2Cl)[nH]n1	15	i	i	8	i	i	-9	i	i	i	i
c1coc(C2Nc3cccc4cccc(c34)N2)c1	·	i	·	10	i	i	-12	i	i	·	i
O=C(NCCn1cc(SCc2ccc(F)cc2)c2ccccc21)c1c(F)cccc1F	1	i	i	-2	i	i	-9	i	-14*	-9.9*	i
O=C(/C=C/c1cccs1)Nc1nc(-c2ccccc2)cs1	-9	i	i	0	i	i	-15	i	i	i	i
Cc1ccc(/C=N/NC(=O)c2ccco2)s1	14	i	i	6	i	i	-9	i	i	i	i
Cc1ccc(C(=O)N/C(=C/c2cccnc2)C(=O)N2CCCCCC2)cc1	-4	i	i	-4	i	i	-6	i	i	i	i
CCC(=O)Nc1nc(C)c(Oc2ccccc2)c(=O)[nH]1	2	i	i	3	i	i	-15	i	i	i	i
COc1ccc(CN2CCCCC2C(=O)Nc2ccc(OC)c(OCC(C)C)c2)cc1OC (stereo not drawn)	-3	i	i	6	i	i	-5	i	i	i	i
NS(=O)(=O)c1ccc(NC(=O)N2c3ccccc3Sc3ccccc32)cc1	-4	i	i	-1	i	i	-4	i	i	i	i
CN1CC(C(=O)Nc2ccc(F)c(Cl)c2)CC1=O (stereo not drawn)	-5	i	i	8	i	i	-3	i	i	i	i
CS(=O)(=O)Nc1ccc(C(=O)N2CC(=O)Nc3ccccc32)cc1	13	i	i	1	i	i	-7	i	i	i	i
COc1ccc(-n2c(=S)[nH]c(=O)c3cccnc32)cc1	-4	i	i	-7	i	i	-5	i	i	i	i
Cc1ccc2nc(SCC(=O)NCCc3ccccc3)nc(=O)n2c1	-5	i	i	-10	i	i	-13	i	i	i	i
COc1ccc(S(=O)(=O)NCc2ccncc2)cc1NC(=O)c1ccccc1	15	i	i	-7	i	i	-8	i	i	i	i
Cn1cnc([N+](=O)[O-])c1Oc1ccc2ccccc2c1	2	i	i	2	i	i	-2	i	i	i	i
CC(C)c1nnc(SCC(=O)NC2CCCCC2)n1C	-5	i	i	-1	i	i	-1	i	i	i	i
Cc1nc2c(Cl)cccc2c2c1CC(CBr)O2 (stereo not drawn)	·	i	i	0	i	i	-3	i	i	i	i
COc1cc(C(=O)OCCNC(=O)c2ccccc2)cc(OC)c1OC	-3	i	i	-1	i	i	-7	i	i	i	i
O=c1c(-c2ccccc2Cl)c[nH]n1-c1ccccc1	2	i	i	-3	i	i	-3	i	i	i	i
C[C@@H]1C[C@@H]2O[C@H]2/C=C\C=C\C(=O)Cc2c(Cl)c(O)cc(O)c2C(=O)O1	11	i	i	7	i	i	-11	i	i	i	i
COC(=O)N/N=C(\C)c1cccs1	-1	i	i	7	i	i	-1	i	i	i	i
Cc1csc(NC(=O)c2cc([N+](=O)[O-])cc([N+](=O)[O-])c2)n1	5	i	i	1	i	i	-2	i	i	i	i
CCCn1c(SCC(N)=O)nc2c(c1=O)C1(CCCC1)Cc1ccccc1-2	-7	i	i	-2	i	i	0	i	i	i	i
Cc1ccc(NC2=C(Cl)C(=O)OC2NC(=O)c2ccccc2)cc1 (stereo not drawn)	0	i	i	9	i	i	-9	i	i	i	i
O=C(NCC1CCN(C(=O)c2cccc([N+](=O)[O-])c2)CC1)c1cccc([N+](=O)[O-])c1	-7	i	i	3	i	i	-7	i	i	i	i
CCN1C(=O)c2ccccc2S(=O)(=O)c2ccc(C(=O)NCCOC)cc21	1	i	i	1	i	i	-10	i	i	i	i
C/C(Cc1ccccc1)=N\NC(=O)CNC(=O)c1cccc(Cl)c1	11	i	i	-2	i	i	-13	i	i	i	i
O=c1c2ccccc2oc2nc(-c3ccco3)n(-c3ccccc3)c(=O)c12	-1	i	i	4	i	i	-16	i	i	i	i
Cc1ccc2nc(SCC(=O)NCc3ccc(F)cc3)[nH]c2c1	1	i	i	-2	i	i	-11	i	i	i	i
CCCC(C)C(=O)Nc1ccc2c(c1)OCCO2 (stereo not drawn)	3	i	i	-4	i	i	-11	i	i	i	i
O=C(O)c1ccc(-n2nc(C(F)(F)F)c3c2CCCC3)cc1	1&8	i	i	7&3	i	i	-12&-10	i	i	i	i
Cc1ccc(S(=O)(=O)N(C)CC(=O)NC2CC(C)(C)NC(C)(C)C2)cc1	2	i	i	4	i	i	-4	i	i	i	i
Fc1ccccc1-c1nc(-c2ccc(Cl)cc2)no1	0	i	i	3	i	i	-10	i	i	i	i
COc1ccc(OCC(=O)Nn2c(-c3ccc(C)cc3)nc3ccccc3c2=O)cc1	-2	i	i	4	i	i	-4	i	i	i	i
Nc1nonc1-n1nnc(C(=O)N/N=C/c2ccc(OCc3cccc(Cl)c3)cc2)c1CN1CCCCC1	2	i	i	-5	i	i	-5	i	i	i	i
O=C1CN(S(=O)(=O)c2ccc(Cl)cc2)c2ccccc2N1	11	i	i	-2	i	i	-11	i	i	i	i
CCNc1ccc(S(=O)(=O)N(C)C)cc1NCC(=O)Nc1ccc(Br)cc1F	-3	i	i	·	i	i	-12	i	i	i	i
C=COCCNC(=S)N1CCOCCOCCN(C(=S)NCCOC=C)CCOCC1	·	i	i	0	i	i	-10	i	i	i	i
CCOC(=O)CNC(=O)N1CCCC(C(=O)c2ccc3c(c2)OCO3)C1 (stereo not drawn)	3	i	i	-1	i	i	-7	i	i	i	i
CC(O)CNc1ncnc2cc(-c3ccc(F)cc3)sc12 (stereo not drawn)	8	i	i	-4	i	i	-3	i	i	i	i
O=C1CN(C(=O)c2ccc(F)c(S(=O)(=O)N3CCOCC3)c2)c2ccccc2N1	-3	i	i	-6	i	i	-14	i	i	i	i
CC(=O)c1cccc(-n2nnnc2SCC(=O)N2CCCC2)c1	6	i	·	8	i	i	-11	i	i	i	i
COc1cc(C(N)=O)cc(Br)c1OCc1ccccc1	2	i	i	5	i	i	-3	i	i	i	i
c1ccc(Cn2ncc3c(Nc4ccccc4)ncnc32)cc1	-2	i	i	·	i	i	-9	i	i	i	i
Cn1c(C(=O)N[C@@H](Cc2ccccc2)C(=O)O)cc2cc(F)ccc21	-4	i	i	1	i	i	-7	i	i	i	i
COc1ccc(/C=C/C(=O)N2CCN(S(=O)(=O)c3ccccc3)CC2)cc1OC	2	i	i	4	i	i	-13	i	i	i	i
CCc1cc(=O)oc2cc(C)cc(OCC(=O)NCCN3CCOCC3)c12	5	i	i	-27	i	i	-5	i	i	i	i
O=C(OCc1cccc([N+](=O)[O-])c1)c1ccc2ccccc2n1	·	i	i	5	i	i	5.2*	i	i	i	i
O=C(NCc1cccnc1)c1cc(Sc2cccc(Cl)c2)nc2ccccc12	4	i	i	?	i	i	-9	i	-8.2*	i	i
CCN(CC)S(=O)(=O)c1ccc(NC(=O)CC(NC(C)=O)c2ccccc2)cc1 (stereo not drawn)	-1	i	i	-3	i	i	-11	i	i	i	i
O=C(c1ccccc1NS(=O)(=O)c1cccs1)N1CCOCC1	-7	i	i	1	i	i	-17	i	i	i	i
Cc1c(OCc2ccc(C(=O)O)o2)ccc2c3c(c(=O)oc12)CCC3	-8	i	i	-8	i	i	-10	i	i	i	i
CC1(C)CC(=O)c2c(O)cc(OCc3ccc([N+](=O)[O-])cc3)cc2O1	9	i	i	-2	i	i	-8	i	i	i	i
New compounds follow.
SMILES	DYRK1A inh	KCNQ1 block	TMEM16A act	HDAC3 inhib	KCNQ1 act	TMEM16A inh	hERG protect	TRPC4 potent	KCNK9 block	KCNK3 inh	TRPC4 act
COc1ccc(-n2ccnc2SCC(=O)NCc2ccccc2)c(OC)c1	·	i	i	2	i	i	-13	i	i	i	i
COc1ccc(CCNC(=O)C2CCN(C(=O)c3ccc(Br)cc3)CC2)cc1	-1	i	i	0	i	i	-10	i	i	i	i
COc1ccc(C(=O)N2CCN(S(=O)(=O)c3ccc(C)cc3C)CC2)cc1OC	-2	i	i	-4	i	i	-8	i	i	i	i
CS(=O)(=O)c1ccc2nc(NC3(C(F)(F)F)N=C4SCCN4C3=O)sc2c1 (stereo not drawn)	6	i	i	4	i	i	2	i	i	i	i
O=C1OC(N2C(=O)CC[C@H]2C(=O)Nc2cccc(F)c2)c2ccccc21 (stereo partly drawn)	3	i	i	-1	i	i	-4	i	i	i	i
